p53 reactivation = restores transcriptional activity of mutant p53 | H1299 p53-A138V BP100-luciferase reporter, luminescence, 24 h | Potency, µM (series often up to 92.2 µM), inactives show top-dose activity change, positive = activation, hits mostly activators | actives 0.063% (n = 320,000); also: potency is read from the fitted curve at half-maximal effect; % of control where 0% means no effect; nearly all actives have a fitted effect of over 45% in size
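H1299 (p53-null), stable ts p53-A138V + BP100-Luc; 1000 cells/well, Opti-MEM/10% FBS; cpd 4 pt, 1:5; 24 h, 37 deg C, 5% CO2; detection reagent 10 min RT; luminescence.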
TRPV1 ag = agonists of human vanilloid receptor 1 (TRPV1) | actives 0.19% (n = 320,000) | activation, % at 8.33 µM | AID 540275 | TRPV1-expressing cells, Fluo-8 calcium influx, agonist mode | Q8NER1; in the data active = activation above about 80%; inconclusive = between about 30% and that limit; also: 0% is about no effect
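Fluo-8 calcium influx in TRPV1-expressing cells, kinetic read (ex 480/em 520 nm). Compound added and read 3 min for agonist activity, followed by capsaicin at EC20 final and 2 min further read for enhancement.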
BRCA1 expr up = activators of BRCA1 expression; MCF7-BRCA1-FFLuc reporter, luminescence, 48 h; response scale: scaled: vehicle 0%, 10 µM genistein 100%; Potency, µM (titrated, usually from 46.1 µM), without a hit: at the top dose activation, hits mostly activators; actives 1.1% (n = 380,000); AID 624202; also: potency is read from the fitted curve at half-maximal effect; nearly all actives have a fitted effect of over 80% in size; some results filed as inactive show a strong effect at the top dose
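Luminescence from a BRCA1-driven firefly luciferase in MCF7 cells was read after 48 h compound exposure at 37 C. Data normalized against DMSO and a 10microM genistein activation control, then curve-fitted across the titration.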
uPA generation = cell surface uPA generation inhibition | actives 0.31% (n = 330,000) | AID 540303 | cell surface uPA generation assay, qHTS | Potency, µM (titrated, usually from 38.3 µM), inactives show top-dose activity change, negative = inhibition, usual class: inhibitors; active = well fitted inhibition curve with a large enough effect; inconclusive = small, poorly fitted or top-dose-only effect; inactive = no such curve, though single readings can be large or run the other way; tested in mouse RAW 264.7 cells; also: potency is read from the fitted curve at half-maximal effect; % is scaled to controls: 0 for no effect and ±100 for the full control effect; nearly all actives have a fitted effect of over 55% in size
ASM inhibitor = inhibitors of human secretory acid sphingomyelinase | P17405 | placental ASM, HMU-PC fluorogenic substrate, 60 min | Potency, µM (titrated, usually from 57.5 µM), for inactives: top-dose activity change, negative = inhibition, actives largely listed as inhibitors | actives 0.006% (n = 340,000) | AID 504937; also: potency is read from the fitted curve at half-maximal effect
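Fluorogenic HMU-PC substrate (9 uM final) is turned over by placental ASM in 60 min at 37 C after a 10 min compound preincubation. Reaction ended by alkaline stop (pH 10), with fluorescence read at 386/447 nm.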
TSG101-PTAP inh = blocks PTAP/TSG101 interaction to inhibit HIV-1 budding. Fluorescence polarization, FITC-PTAP peptide / Tsg101 binding. Potency, µM (doses to about 115 µM), for the others: top-dose activity change, negative = inhibition, most hits filed as inhibitors. 340,000 tested, under 10 active. AID 493005; active = well fitted inhibition curve with a large enough effect in the main read-out, with a control signal flat, not every such curve was filed as active; inconclusive = small, poorly fitted or top-dose-only effect, or effect the other way, or a change in a side signal; inactive = no such curve, though single readings can be large or run the other way; also: potency is read from the fitted curve at half-maximal effect; % of control where 0% means no effect
Target sequence (Q99816 whole entry, looked up): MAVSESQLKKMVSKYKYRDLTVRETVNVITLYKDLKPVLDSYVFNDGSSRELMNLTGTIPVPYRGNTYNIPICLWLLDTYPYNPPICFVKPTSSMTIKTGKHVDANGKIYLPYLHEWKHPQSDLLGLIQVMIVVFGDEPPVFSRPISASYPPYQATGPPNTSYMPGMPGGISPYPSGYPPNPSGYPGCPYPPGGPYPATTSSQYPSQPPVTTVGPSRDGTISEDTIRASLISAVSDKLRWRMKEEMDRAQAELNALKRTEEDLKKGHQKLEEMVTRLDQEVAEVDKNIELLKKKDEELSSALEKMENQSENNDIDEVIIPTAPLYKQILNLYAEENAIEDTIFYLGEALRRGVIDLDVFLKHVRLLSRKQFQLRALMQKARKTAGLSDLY
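Tsg101 binding domain (10 uM final) was mixed with compound and a FITC-labeled PTAP peptide (50 nM final) in HEPES pH 7.5 buffer with NaCl, Tween 20, EDTA and TCEP; fluorescence polarization was read after 20 min at r.t.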
USP2a block = USP2a (human) protease inhibition; USP2 core, Ub-CHOP2 coupled fluorogenic reporter, 485/531; Potency, µM (highest dose often 38.3 µM), inactives show at the highest dose activity change, negative = inhibition, actives largely listed as inhibitors; actives 0.01% (n = 330,000); AID 463254;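 also: potency is read from the fitted curve at half-maximal effect; plate controls were DMSO wells for no effect and full inhibition by NEM control for full effect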
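Cell-free coupled assay: 10nM USP2 core preincubated 30min RT with compound in Tris-HCl pH 8.0/CaCl2/CHAPS buffer, then 25nM Ub-CHOP2 and 25nM reporter substrate; fluorescence (Ex 485/Em 531) read after 60min RT, normalized to NEM inhibition, concentration-response curves fitted.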
a7 integrin act = activators of alpha7 integrin expression for muscular dystrophy. alpha7betagal myoblasts, beta-gal FDG fluorescence, 48 h. Potency, µM (series often up to 38.3 µM), without a hit: top-dose activation, usual class: activators. AID 624291. actives 0.064% (n = 350,000);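 also: potency is read from the fitted curve at half-maximal effect; 100% = response of the positive control SU9516; nearly all actives have a fitted effect of over 60% in size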
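alpha7betagal+/- myoblasts (passage 13, 250/well) treated 48 h at 37C with compounds at 1:260 dilution of DMSO stock. Lysed, then beta-galactosidase activity read as FDG fluorescence (ex 480/em 540) after 30 min, with pre-read for autofluorescence.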
Eya2 phos inh = Eya2 (human) phosphatase inhibition. actives 0.006% (n = 330,000). recombinant Eya2, OMFP fluorescence dephosphorylation (OMFP is methylfluorescein phosphate). Potency, µM (doses to about 76.9 µM), without a hit: at the highest dose activity, negative = inhibition, most hits filed as inhibitors. O00167; also: potency is read from the fitted curve at half-maximal effect; % is scaled to controls: 0 for no effect and ±100 for the full control effect
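Eya2 protein (added as 0.2 uM solution) was preincubated with compound for 10 min at ambient temperature in 50 mM HEPES pH 7.5, 50 mM NaCl, 5 uM MgCl2, 0.05% BSA, 1 mM DTT. OMFP (added at 50 uM) then reacted 10 min; fluorescence read at 485/525 nm.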
B2AR arrestin = agonists driving beta-arrestin recruitment to human beta2-adrenergic receptor; beta-arrestin recruitment to beta2AR, cell-based reporter; AID 492947; P07550; Potency, µM (series often up to 46.1 µM), for inactives: at the top dose activation, actives largely listed as activators; actives 0.02% (n = 330,000);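 also: potency is read from the fitted curve at half-maximal effect; 0% = DMSO controls and full agonism = EC100 isoproterenol or metaproterenol; nearly all actives have a fitted effect of over 65% in size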
Target sequence (P07550 whole entry, looked up): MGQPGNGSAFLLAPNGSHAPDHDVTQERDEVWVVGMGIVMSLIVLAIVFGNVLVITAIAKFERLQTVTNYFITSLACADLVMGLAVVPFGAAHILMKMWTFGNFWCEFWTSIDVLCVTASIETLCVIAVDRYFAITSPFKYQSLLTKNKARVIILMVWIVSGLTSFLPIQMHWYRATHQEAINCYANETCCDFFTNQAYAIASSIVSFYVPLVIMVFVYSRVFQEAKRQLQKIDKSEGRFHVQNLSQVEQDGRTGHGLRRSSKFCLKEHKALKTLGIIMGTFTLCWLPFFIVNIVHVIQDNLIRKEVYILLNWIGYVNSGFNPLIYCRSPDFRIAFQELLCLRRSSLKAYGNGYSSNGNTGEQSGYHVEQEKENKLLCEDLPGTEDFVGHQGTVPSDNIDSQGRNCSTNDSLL
ELG1 genotox = inducers of genotoxicity in HEK293T ELG1-luciferase cells; HEK293T ELG1-luciferase reporter, luminescence, 16 h; Potency, µM (series often up to 46 µM), without a hit: at the highest dose activity change, positive = activation, usual class: activators; actives 1.3% (n = 330,000); also: potency is read from the fitted curve at half-maximal effect; % of control where 0% means no effect; nearly all actives have a fitted effect of over 60% in size
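Genotoxicity was scored as increased ELG1-luciferase reporter signal, measured by ONE-Glo luminescence (30 min, room temperature). Compound or vehicle exposure of the HEK293T reporter cells lasted 16 hr at 37°C.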
Numbers without * were called inactive; ? = inconclusive; . = not tested or not shown. Unless noted, calls follow the shape of the dose curve; as a rule, active = well fitted curve in the direction sought with a large enough effect; inconclusive = small, poorly fitted or top-dose-only effect, or another doubt; inactive = no such curve, though single readings can be large; an effect the other way counts as inactive or inconclusive.

The line under a structure holds: ASM inhibitor | B2AR arrestin | p53 reactivation | BRCA1 expr up | TRPV1 ag | TSG101-PTAP inh | uPA generation | a7 integrin act | Eya2 phos inh | USP2a block | ELG1 genotox
- CC(C)Cn1c(SC(C)C(=O)Nc2ccc(N3CCOCC3)cc2)nc2ccccc21 (stereo not given)
  -5% | -0.4% | -5% | -30% | ? | -4% | 3% | -10% | -4% | -1% | 2%
- CCOc1ccc(NS(=O)(=O)c2ccc3[nH]cc(C(=O)NCCOC)c(=O)c3c2)cc1
  -8% | 6.1% | ? | 2% | 2 | -1% | -1% | -3% | 0% | 0% | ?
- C(=C\c1nnc(-c2cccs2)o1)/c1ccccc1
  5% | 0.3% | 24% | ? | ? | -9% | -19% | -5% | 0% | 1% | ?
- CCOC(=O)NC(Nc1ccc(C)cn1)(C(F)(F)F)C(F)(F)F
  0% | -0.1% | -4% | -3% | 2 | -2% | 0% | -2% | 4% | 0% | 0%
- COC(=O)c1ccc(NC(=O)CCN2CCOCC2)cc1
  -2% | -0.6% | -1% | 2% | -2 | 0% | 5% | 18% | 6% | 2% | 0%
- Cc1c(Cl)cccc1NC(=O)CCC(=O)N/N=C/c1ccc[nH]1
  1% | 0.4% | -4% | -43% | 4 | 0% | -1% | -12% | -3% | 1% | 0%
- C=CCN(Cc1nc(-c2ccc(OC)cc2)no1)C(=O)c1ccc2c(c1)OCO2
  -8% | 0.1% | 0% | 12% | 19 | -1% | -1% | -14% | -8% | 0% | -18%
- CC(C)Cc1nc(N2CCOCC2)c(C#N)c2c1COC(C)(C)C2
  33% | -0.2% | 19% | -37% | 26 | -6% | 3% | 3% | -6% | 2% | 0%
- COC(CNC(=O)C1CC(=O)N(CCc2ccccc2)C1)OC (stereo not given)
  4% | 0.1% | 0% | -3% | 1 | -1% | 0% | 19% | -13% | 3% | 0%
- CCOC(=O)C(=O)Nc1ccccc1C(=O)OCC
  5% | 0.1% | 2% | -1% | 18 | 0% | 6% | -12% | 1% | 0% | 6%
- COc1cccc(NC(=O)CN2C(=O)COc3ccc(S(=O)(=O)N4CCC(C)CC4)cc32)c1
  -12% | -1.1% | 14% | -1% | ? | -2% | 8% | 14% | -14% | -11% | 0%
- Cc1noc(/C=C/c2ccco2)c1S(=O)(=O)N1CCC(C(=O)N2CCc3ccccc3C2)CC1
  -2% | ? | 13% | -59% | 11 | 2% | -13% | -28% | -11% | ? | -2%
- Cc1ccc2oc(=O)c3cc(C(=O)NCCCN4CCCC(C)C4)sc3c2c1 (stereo not given)
  -4% | -0.2% | 6% | 17% | 4 | -5% | -10% | -17% | -12% | 2% | 0%
- O=[N+]([O-])c1cc(S(=O)(=O)N2CCOCC2)ccc1N1CCNCC1
  -3% | -0.3% | -8% | -11% | 2 | -2% | -2% | 7% | -15% | 2% | 0%
- Cc1ccc(NC(=O)c2sc3nc4c(c(-c5ccco5)c3c2N)CCC4)cc1
  -7% | -0.9% | 3% | -17% | -1 | ? | 5% | 21% | -1% | 0% | 5%
- CC[C@]1(C(=O)OC)[C@H]2C(=O)N(C)C(=O)[C@H]2[C@H]2CN=C(SC)N21
  2% | . | . | 12% | . | 0% | 4% | 11% | . | . | .
- CNC(=O)CC1C(=O)N(c2ccc(OC)cc2)C(=S)N1NC(=O)c1cccc(F)c1 (stereo not given)
  2% | 3.3% | 7% | 12% | 6 | 0% | 10% | 6% | 3% | 0% | 4%
- COc1ccc(NC(=O)COCC(=O)Nc2ccc(C)cc2)cc1
  -12% | 6.1% | 22% | -5% | 10 | -7% | -4% | 0% | ? | 1% | 0%
- O=C(NCCNC(=O)c1ccc(Cl)cc1Cl)c1ccccn1
  1% | -1.4% | 0% | -3% | 1 | -8% | 2% | -18% | 13% | 1% | 2%
- Cc1cc2c(c(=O)o1)C(c1ccc([N+](=O)[O-])o1)C(C#N)=C(N)O2 (stereo not given)
  2% | 0.5% | -2% | 1% | -3 | -2% | -2% | 5% | -22% | 20% | 1%
- Cc1ccc(NS(=O)(=O)c2cccc(C(=O)O)c2)c(C)c1
  5% | -0.1% | -2% | 25% | 0 | -6% | -1% | -2% | -6% | 3% | 0%
- CC(=O)NC(Cc1c[nH]c2ccccc12)C(=O)NCCc1ccccc1 (stereo not given)
  2% | 0.4% | 4% | 12% | -3 | -3% | 8% | 8% | -2% | -1% | 0%
- COc1ccc(NC(=O)COC(=O)Cn2cnc3ccccc3c2=O)cc1OC
  0% | 0.4% | -1% | -13% | 2 | -2% | 1% | -10% | -14% | 10% | 3%
- O=C(CCC(=O)Nc1ccccc1Cl)NNC(=O)c1ccco1
  1% | -0.3% | -4% | -2% | 0 | -3% | 0% | 16% | -4% | 3% | 2%
- CC(C)[C@H](NC(=O)c1ccccc1)C(=O)O
  5% | 0.0% | -1% | -12% | -1 | 0% | 0% | 1% | 6% | -1% | 12%
- Cc1cc(C)c(C#N)c(SCC2COc3ccccc3O2)n1 (stereo not given)
  -9% | -0.4% | ? | -50% | 2 | -2% | 10% | 1% | -20% | -2% | 1%
- O=S(=O)(Nc1ncnc2sc3c(c12)CCC3)c1ccc(Cl)s1
  -2% | -0.3% | 5% | -77% | -1 | -4% | 1% | 18% | 8% | 2% | -14%
- CCOC(=O)c1c(C)[nH]c(C)c1S(=O)(=O)NCc1cc(C)ccc1C
  -1% | -0.8% | -14% | -6% | 17 | 3% | -10% | 34% | -8% | 1% | -6%
- Cc1cc(C)n(CC(=O)c2cccc(N)c2)n1
  2% | -0.3% | 14% | -13% | 2 | -1% | 2% | 1% | 5% | 11% | 1%
- CN(c1ccccc1)S(=O)(=O)c1cccc(C(=O)NNC(=O)c2ccncc2)c1
  -1% | 0.1% | 0% | 4% | -3 | 0% | -2% | 15% | 11% | -1% | 2%

One compound at a time, as listed above.
`O=C(CCC(=O)Nc1ccccc1Cl)NNC(=O)c1ccco1` is entered as ASM inhibitor: 1%; B2AR arrestin: -0.3%; p53 reactivation: -4%; BRCA1 expr up: -2%; TRPV1 ag: 0; TSG101-PTAP inh: -3%; uPA generation: 0%; a7 integrin act: 16%; Eya2 phos inh: -4%; USP2a block: 3%; ELG1 genotox: 2%
`O=S(=O)(Nc1ncnc2sc3c(c12)CCC3)c1ccc(Cl)s1` is entered as ASM inhibitor: -2%; B2AR arrestin: -0.3%; p53 reactivation: 5%; BRCA1 expr up: -77%; TRPV1 ag: -1; TSG101-PTAP inh: -4%; uPA generation: 1%; a7 integrin act: 18%; Eya2 phos inh: 8%; USP2a block: 2%; ELG1 genotox: -14%

Going on with the list:
The line under a structure holds: ASM inhibitor | B2AR arrestin | p53 reactivation | BRCA1 expr up | TRPV1 ag | TSG101-PTAP inh | uPA generation | a7 integrin act | Eya2 phos inh | USP2a block | ELG1 genotox
- Cc1ccc(C)c(/C=N/Nc2ccccn2)c1
  4% | 0.1% | 4% | -55% | 1 | 0% | 1% | 5% | 9% | 7% | 14%
- CCN1C(=O)C(CC(=O)Nc2ccc(OC)cc2)N(Cc2ccco2)C1=S (stereo not given)
  5% | 6.5% | -7% | -1% | -1 | -2% | 6% | 13% | -6% | 0% | 1%
- CCOC(=O)c1c(NC(=O)c2ccc(C)cc2)sc2c1CC(C)(C)OC2
  -4% | -0.1% | -3% | -6% | 9 | 4% | 5% | 0% | -5% | -1% | -3%
- COc1ccc(NC(=O)CCCn2nc(C)c3c(C)n(-c4ccccc4)nc3c2=O)cc1
  -2% | 5.6% | -4% | -2% | 1 | -4% | -1% | 1% | -3% | 3% | 0%
- Cc1cc(O)c(C(=O)/C=C/c2ccc(Cl)cc2)c(=O)o1
  5% | -1.2% | 3% | -49% | 1 | 1% | 2% | 4% | 5% | ? | 2%
- CSc1nc(-c2ccco2)nn1C(=O)c1cccs1
  -3% | -0.8% | 14% | -4% | -3 | -2% | -6% | 38% | 0% | 1% | -3%

Look-ups from above.
Entry of CSc1nc(-c2ccco2)nn1C(=O)c1cccs1 in USP2a block: 1%
Entry of Cc1ccc(C)c(/C=N/Nc2ccccn2)c1 in p53 reactivation: 4%
Entry of COc1ccc(NC(=O)CCCn2nc(C)c3c(C)n(-c4ccccc4)nc3c2=O)cc1 in a7 integrin act: 1%

Assay outcomes from PubChem.
